Screening results from PubChem.
BAZ2B inh – inhibitors of human BAZ2B bromodomain; AlphaScreen BAZ2B-H3K14Ac peptide displacement; AID 504333; Potency, µM (series often up to 114 µM), inactives show at the top dose activity change, negative = inhibition, usual class: inhibitors; Q9UIF8; 360,000 tested, 4.4% active; also: potency is read from the fitted curve at half-maximal effect; % is scaled to controls: 0 for no effect and ±100 for the full control effect; nearly all actives have a fitted effect of over 60% in size
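In this displacement format the biotinylated H3(5-23) peptide acetylated at Lys14 serves as ligand at 50 nM, with BAZ2B at 50 nM in PBS pH 7.4 containing 0.01% Tween-20. Donor and acceptor beads are 10 ug/mL final.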
Pin1 inhibitor – inhibitors of human Pin1 | Potency, µM (titrated, usually from 115 µM), for the others: at the top dose activity, negative = inhibition, actives largely listed as inhibitors | Q13526 | 390,000 tested, 0.009% active | Pin1 FP peptide displacement, HiFluor488, 10 min; active = well fitted inhibition curve with a large enough effect in the polarisation, with a control signal flat, not every such curve was filed as active; inconclusive = small, poorly fitted or top-dose-only effect, or effect the other way, or a change in a side signal; inactive = no such curve, though single readings can be large or run the other way; the % refers to the polarisation; also: potency is read from the fitted curve at half-maximal effect; % is scaled to controls: 0 for no effect and ±100 for the full control effect
JMJD2A Tudor inh – JMJD2A Tudor domain (human) inhibition | O75164 | AlphaScreen JMJD2A-Tudor / H3K4me3 peptide binding | Potency, µM (highest dose often 114 µM), for inactives: top-dose activity change, negative = inhibition, actives largely listed as inhibitors | 390,000 tested, 4.4% active | AID 504339; also: potency is read from the fitted curve at half-maximal effect; % is scaled to controls: 0 for no effect and ±100 for the full control effect; nearly all actives have a fitted effect of over 50% in size
G9a block – blocks human histone lysine methyltransferase G9a | Q96KQ7 | G9a H3K9 monomethylation, AlphaScreen, 2 h | 350,000 tested, 8.8% active | Potency, µM (highest dose often 102 µM), for inactives: top-dose activity, negative = inhibition, actives largely listed as inhibitors; also: potency is read from the fitted curve at half-maximal effect; % is scaled to controls: 0 for no effect and ±100 for the full control effect; nearly all actives have a fitted effect of over 75% in size
Target sequence (Q96KQ7 913-1193 limits assumed): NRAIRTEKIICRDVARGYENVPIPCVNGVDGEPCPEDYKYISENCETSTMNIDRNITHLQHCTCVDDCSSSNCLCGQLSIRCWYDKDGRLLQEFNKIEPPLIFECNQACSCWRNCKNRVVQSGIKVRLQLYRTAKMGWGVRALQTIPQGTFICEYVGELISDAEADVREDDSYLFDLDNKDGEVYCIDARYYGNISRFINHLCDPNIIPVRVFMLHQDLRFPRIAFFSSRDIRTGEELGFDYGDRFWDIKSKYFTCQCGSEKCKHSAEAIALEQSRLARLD
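AlphaScreen read-out: biotin-H3K9 peptide (500 nM) methylation by 20 nM enzyme with 20 uM SAM, 2 h at room temperature after 15 min compound preincubation; anti-monomethyl H3K9 antibody plus donor/acceptor beads, 10 min dark.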
PGK inhibitor – inhibitors of T. brucei phosphoglycerate kinase; PGK/GAPDH coupled, Kinase-Glo luminescence, 60 min; Potency, µM (top dose mostly 57.5 µM), for inactives: at the highest dose activity change, negative = inhibition, usual class: inhibitors; 380,000 tested, 0.043% active; AID 602233; also: potency is read from the fitted curve at half-maximal effect; % is scaled to controls: 0 for no effect and ±100 for the full control effect; nearly all actives have a fitted effect of over 60% in size
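Luminescent ATP detection (Kinase-Glo Plus) follows a 60-minute room-temperature incubation, with wells lacking PGK as controls. Buffer: 100 mM TEA (pH 7.6), 5 mM MgCl2, 0.01% Tween-20. Coupling enzyme GAPDH (100 nM final) supplies unstable 1,3-BPG in-well.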
ERG Ets-DNA blk – ERG Ets/DNA interaction inhibition. 370,000 tested, 0.028% active. fluorescence polarization, His-ERG Ets domain / labelled DNA. Potency, µM (titrated, usually from 76.9 µM), inactives show at the highest dose FP activity, negative = inhibition, hits mostly inhibitors. P11308; active = well fitted inhibition curve with a large enough effect in the polarisation, with a control signal flat; inconclusive = small, poorly fitted or top-dose-only effect, or effect the other way, or a change in a side signal; inactive = no such curve, though single readings can be large or run the other way; the % refers to the polarisation;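 also: polarization taken with two DNA probes labelled with fluorescein and Texas red; potency is read from the fitted curve at half-maximal effect; % of control where 0% means no effect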
Target sequence (P11308 whole entry, looked up, the tested form may be a part): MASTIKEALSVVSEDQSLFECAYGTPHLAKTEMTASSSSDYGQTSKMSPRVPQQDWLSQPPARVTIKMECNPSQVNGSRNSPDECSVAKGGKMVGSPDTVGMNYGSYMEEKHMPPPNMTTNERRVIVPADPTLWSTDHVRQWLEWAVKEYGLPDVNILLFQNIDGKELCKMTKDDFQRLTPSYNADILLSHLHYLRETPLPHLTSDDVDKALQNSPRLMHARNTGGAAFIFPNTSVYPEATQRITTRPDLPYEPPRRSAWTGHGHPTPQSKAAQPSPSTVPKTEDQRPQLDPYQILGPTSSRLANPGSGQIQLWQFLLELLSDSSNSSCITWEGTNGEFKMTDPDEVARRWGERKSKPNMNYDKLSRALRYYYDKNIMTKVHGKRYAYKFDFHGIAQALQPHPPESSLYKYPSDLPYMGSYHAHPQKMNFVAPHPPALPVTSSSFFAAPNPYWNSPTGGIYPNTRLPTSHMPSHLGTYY
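His-tagged ERG Ets domain (1 uM in the protein solution; 300mM KCl, 50mM Tris-HCl, 1mM EDTA, 1mM DTT, pH 7.5) received compound, then a probe mix of 5 nM fluorescein-DNA and 100nM Texas-615-DNA. Fluorescence polarization was read for both dyes.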
GLS inh – glutaminase GLS (human) inhibition; AID 624170; GLS enzymatic activity, qHTS titration; 410,000 tested, 0.21% active; Potency, µM (doses to about 45.5 µM), without a hit: at the top dose activity change, negative = inhibition, most hits filed as inhibitors; O94925; also: potency is read from the fitted curve at half-maximal effect; % is scaled to controls: 0 for no effect and ±100 for the full control effect
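hKGA in 45 mM KH2PO4 pH 8.2, 0.02% Tween-20 with pin-transferred compounds; 1 mM L-glutamine (stock) plus glutamate oxidase/HRP/Amplex Red coupling added. Fluorescence read initially and after 30 min at RT.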
PI4K2A block – inhibitors of human PI4K2A. 420,000 tested, 0.13% active. Q9BTU6. purified PI4K2A, ADP-Glo luminescence, 1 h; active compounds read low. activity change, negative = inhibition, % at 76.9 µM; in the data active = activity change below about -50%; inconclusive = mostly about -30% to -49%;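 also: -100% = wells without enzyme as full effect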
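ADP-Glo luminescence measured ADP generated by PI4K2A enzyme (4 ug/mL before mixing) with 1.2 mM PI substrate (pre-mix) and 300 microM ATP (pre-mix). Tris pH7.5 buffer with MgCl2, Triton X-100; 1 h reaction at ambient temperature.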
HP1b binding inh – inhibitors of HP1-beta chromodomain binding to methylated histone tails; P83916; AlphaScreen HP1-beta / biotin-H3K9me3 peptide binding; Potency, µM (series often up to 114 µM), inactives show at the top dose activity change, negative = inhibition, most hits filed as inhibitors; 390,000 tested, 0.56% active; also: potency is read from the fitted curve at half-maximal effect; nearly all actives have a fitted effect of over 70% in size; inactives centre near 23
Target sequence (P83916 whole entry, looked up): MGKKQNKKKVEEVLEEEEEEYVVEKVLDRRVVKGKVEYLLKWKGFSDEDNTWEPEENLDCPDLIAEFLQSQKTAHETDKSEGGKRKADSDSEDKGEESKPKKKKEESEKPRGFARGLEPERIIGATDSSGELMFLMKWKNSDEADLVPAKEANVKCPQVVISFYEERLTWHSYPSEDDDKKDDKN
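HP1-beta protein (50 nM final) preincubated 30 min at room temperature with biotinylated H3(1-18)K9me3 peptide (50 nM) in PBS pH 7.4, 0.01% Tween-20, then compound added for 30 min. AlphaScreen streptavidin donor/nickel chelate acceptor beads (10 ug/mL final), 30 min dark, luminescence read.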
* marks the source's active call; other numbers are inactive results; i = inactive; ? = inconclusive; nt = not tested or not shown; [ ] = another dose, or the depositor's remark. Unless noted, calls follow the shape of the dose curve; as a rule, active = well fitted curve in the direction sought with a large enough effect; inconclusive = small, poorly fitted or top-dose-only effect, or another doubt; inactive = no such curve, though single readings can be large; an effect the other way counts as inactive or inconclusive.

SMILES	BAZ2B inh	Pin1 inhibitor	JMJD2A Tudor inh	G9a block	PGK inhibitor	ERG Ets-DNA blk	GLS inh	PI4K2A block	HP1b binding inh
COc1ccc(C(=O)COC(=O)C(CCCCN2C(=O)C3C4C=CC(C4)C3C2=O)N2C(=O)C3C4C=CC(C4)C3C2=O)cc1 (stereo not drawn)	6.1%	0.2%	-21.5%	-20.6%[59 µM]	nt	nt	1.8%	1.9	22.7%
O=C(NN=C(Cc1ccccc1)Cc1ccccc1)c1ccccc1F	-3.0%	2.2%	4.5%	30.6%	-1.9%	12.1%	1.9%	0.4	49.9%[activator]
Cc1ccc(-n2c(COc3ccccc3)n[nH]c2=S)cc1	-20.2%	0.7%	-35.1%	7.94µM*	-9.8%	9.3%	?	-2.6	16.3%
O=C(Cn1cc(SCc2ccc(F)cc2)c2ccccc21)N1CCCCC1	-25.6%	3.2%	2.9%	-0.9%[59 µM]	9.0%	2.4%	-2.0%	1.2	49.1%
Cc1ccc(S(=O)(=O)N2CCN(Cc3ccccc3Cl)CC2)cc1	44.7µM*	?	5.01µM*	1.26µM*	2.9%	-0.2%	-1.5%	0.3	?
CC(CN1CCN(C)CC1)OC(=O)c1cccc(F)c1 (stereo not drawn)	3.3%	1.8%	-0.7%	-10.0%[0.501 µM]	0.1%	-2.9%	-6.8%	-3.7	67.6%[activator]
CCc1ccc(OCC(=O)N/N=C(\C)c2ccc(O)cc2O)cc1	-27.5%	1.3%	-17.1%	33.1%[activator]	-3.6%	-0.6%	20.4%	-3.9	33.3%
Cc1cc(C2C(C#N)=C(N)OC3=C2C(=O)CC(C)(C)C3)c(C)s1 (stereo not drawn)	-11.4%	-2.8%	-5.8%	16.2%[0.501 µM]	-6.3%	-2.5%	-1.4%	5.1	23.7%
CSc1ccc(/C=C/C(=O)Nc2ccccc2)cc1	-11.6%	1.9%	-10.5%	7.1%[59 µM]	?	-7.8%	3.1%	-51.8*	32.6%
CCOc1cc(CNCCO)cc(Br)c1OCc1cccs1	-23.8%	-8.0%	-20.8%	-33.8%	17.1%	-0.3%	-3.6%	8.7	29.6%
O=C(Nc1ccc2c(c1)OCO2)C1CCN(S(=O)(=O)c2ccc3c(c2)OCCO3)CC1	-9.8%	?	-10.4%	-4.1%[59 µM]	nt	-5.9%	4.2%	-1.6	3.9%
CCSc1nc2sc3c(c2c(=O)n1-c1ccccc1C)CCN(C)C3	-23.8%	19.0%	-34.6%	?	-8.3%	9.0%	-14.5%	3.5	-17.5%
COc1ccc(CN2CCNC(=O)C2CC(=O)NCC2CCOCC2)cc1C (stereo not drawn)	-4.8%	-4.4%	1.0%	nt	-0.3%	-4.9%	4.8%	-1.4	34.9%
COC(=O)c1cc(S(=O)(=O)N2CCCC(C)C2)c[nH]1 (stereo not drawn)	-7.8%[57.1 µM]	1.9%	1.3%	5.1%	2.6%	12.0%	-0.8%	-1.0	32.7%
Cc1ccc(N2CCN(C(=O)C3CCN(S(=O)(=O)c4cccc5nsnc45)CC3)CC2C)cc1 (stereo not drawn)	nt	4.5%	?	nt	i	21.7%	-1.2%	4.2	-15.1%
c1ccc(NCCSc2nc3ccccc3s2)cc1	nt	-0.6%	11.1%	nt	4.7%	1.7%	24.4%	3.6	85.9%[activator]
O=C(CN1CCN(C(=O)c2cncn2-c2ccc(F)cc2)CC1)Nc1ccccc1C(F)(F)F	5.4%	0.7%	-8.5%	16.7%[2.33 µM]	-0.4%	3.7%	-9.4%	-0.7	41.5%[activator]
CN(C)CC(CCCCC(CN(C)C)C(=O)c1ccccc1)C(=O)c1ccccc1 (stereo not drawn)	-20.1%	-5.8%	-25.6%	50.1µM*	-9.7%	1.0%	7.7%	-1.5	21.7%
CC1(C)Cc2c(c(-c3ccco3)nc3sc4c(NCCCO)ncnc4c23)CO1	-13.7%	?	-32.3%	nt	-8.6%	-1.0%	-8.1%	-14.1	-17.4%
CCc1ccccc1N(CC)C(=O)c1cc2c(s1)-c1ccccc1SC2	51.0%[activator]	-2.9%	60.1%[activator]	53.9%[activator][59 µM]	nt	-3.1%	2.4%	-2.0	85.9%[activator]
Cc1cccc(NC(=S)NCc2ccc3c(c2)OCO3)c1	-8.7%	-1.6%	8.3%	4.0%[59 µM]	-8.5%	3.1%	10.0%	-2.6	8.2%
CCn1c(=O)c([N+](=O)[O-])c(Cl)c2ccccc21	2.2%	-9.0%	-9.0%	-33.6%	-0.3%	-11.1%	2.4%	7.4	45.8%[activator]
Cn1c(CCNS(=O)(=O)c2ccccc2)nnc1SCc1cccnc1	5.9%	-4.2%	-9.3%	-5.3%	6.1%	-5.4%	5.5%	-9.0	14.7%
CCOc1ccc(/C=C/C(=O)OCC(=O)c2ccccc2OC)cc1OC	-1.4%	35.7%[activator]	-12.3%	?	-2.9%	-0.5%	6.6%	2.6	41.2%[activator]
COc1ccc(Nc2nc(C)cc(=O)[nH]2)cc1	-23.8%	12.6%	-14.6%	-44.2%	-6.9%	15.3%	4.0%	-2.7	11.8%

The list goes on (2 carried over from the part before).
SMILES	BAZ2B inh	Pin1 inhibitor	JMJD2A Tudor inh	G9a block	PGK inhibitor	ERG Ets-DNA blk	GLS inh	PI4K2A block	HP1b binding inh
CCOc1ccc(/C=C/C(=O)OCC(=O)c2ccccc2OC)cc1OC	-1.4%	35.7%[activator]	-12.3%	?	-2.9%	-0.5%	6.6%	2.6	41.2%[activator]
COc1ccc(Nc2nc(C)cc(=O)[nH]2)cc1	-23.8%	12.6%	-14.6%	-44.2%	-6.9%	15.3%	4.0%	-2.7	11.8%
CC(C(=O)NCCCc1ccccc1)c1ccc([N+](=O)[O-])cc1 (stereo not drawn)	-19.5%	-6.6%	-9.1%	-4.0%	-2.6%	-0.3%	-31.0%	3.8	11.4%
Cc1cc(Cl)ccc1NC(=O)CN1C(=O)COc2ccc(S(=O)(=O)N3CCC(C)CC3)cc21	-11.0%	-1.2%	-9.2%	-28.3%[59 µM]	1.5%	-0.3%	-16.0%	-6.4	26.3%
Cc1cc(C(=O)NCc2ccccc2)c2c(C)nn(-c3cccc(Cl)c3C)c2n1	22.7%[57.1 µM]	19.9%	5.5%	1.3%[59 µM]	-3.1%	3.0%	-7.6%	-1.6	65.5%[activator]
CC(C)(C)C1CCC(OC(=O)CCC(=O)Nc2ccccc2)CC1 (stereo not drawn)	7.6%	-1.3%	-4.0%	3.9%	2.6%	-6.1%	-3.7%	-1.3	44.5%[activator]
O=C(c1cc2cc(F)ccc2[nH]1)N1CCN(c2cccc(Cl)c2)CC1	-17.4%	15.8%	-23.1%	22.7%	i	2.4%	-0.2%	-4.3	12.2%
O=C(Cn1cnc2c(nnn2Cc2ccc(F)cc2)c1=O)OCc1ccccc1	-0.8%	3.9%	-5.8%	24.7%[59 µM]	-6.8%	nt	10.4%	-1.7	8.4%
Cc1ccc(NC(=O)c2nc[nH]c2C(=O)NCC(=O)OC(C)(C)C)cc1	?	-3.7%	-29.7%	-8.4%[12.7 µM]	-9.4%	-10.1%	-0.9%	0.9	15.6%
CCc1ccccc1NC(=O)CN(C)C(=O)COC(=O)c1ccco1	nt	-16.3%	2.7%	nt	i	-20.9%	-9.8%	1.9	28.9%
CC(C)(C)NC(=O)CSc1nncn1NCc1c(Cl)cccc1Cl	-4.0%	-12.7%	-12.5%	12.6%[59 µM]	i	-22.2%	3.2%	2.6	43.3%[activator]
Cc1cccc(OCC(=O)Nc2ccc(C(=O)c3ccc(C(=O)O)cc3)cc2)c1	-19.9%	0.7%	-33.7%	-0.6%	1.0%	-1.5%	0.0%	0.7	11.1%
CCCc1nc2scc(-c3ccc(C)cc3)c2c(=O)n1N	-12.9%	0.3%	3.1%	6.6%	3.0%	-3.9%	-3.2%	6.0	24.4%
Cc1ccc(-n2c(SCC(=O)Nc3ccc(C(=O)O)cc3)nnc2-c2ccncc2)cc1	?	-7.1%	-4.7%	nt	i	-3.5%	-1.1%	-1.0	23.9%
Cc1nc2ccccc2cc1C(=O)NCc1ccco1	0.8%	1.9%	-17.6%	?	-0.9%	0.7%	0.3%	-5.4	18.9%
COCc1nc(-c2ccc(-c3ccc(C)cc3)nc2OC)no1	62.1%[activator]	11.5%	-13.6%	21.4%[59 µM]	i	-6.2%	-11.0%	-1.4	90.6%
CCC(=O)c1c[nH]c(C(=O)NCc2ccccc2OC)c1	79.4µM*	-0.8%	-10.6%	-0.1%	-10.1%	-5.4%	2.4%	1.6	38.5%
Cc1ccc(NC(=O)Cc2ccccc2)cc1S(=O)(=O)N1CCOCC1	nt	-5.3%	-11.3%	nt	i	28.1%	-6.1%	2.4	39.9%
O=c1c2c(nc3nc(NCc4cccc5ccccc45)[nH]n13)CCC2	-9.1%	-1.3%	-9.0%[57.1 µM]	?	-5.7%	-5.5%	7.5%	-8.8	21.5%
C=CCSc1nnc(Cc2cc(=O)[nH]c(=O)[nH]2)n1-c1cc(C)ccc1C	16.6%	-7.0%	-15.7%[57.1 µM]	3.8%[2.33 µM]	-11.3%	-0.2%	2.8%	5.4	49.9%[activator]
O=C1CCN(CCc2ccccc2)CCN1[C@H](COc1ccccc1)c1ccccc1	?	5.6%	?	?	-5.8%	-12.6%	-3.0%	3.1	0.3%
